Compound activity from PubChem BioAssay.
UTI89 phage lysis: inhibition of K1F phage lysis, E. coli UTI89, bacterial capsule biogenesis inhibitors, alamar blue (AID 488966); hit rate 0.02% among 340,000; one-dose inhibition, % at 100 µM; IC50 in µM for titrated hits; E. coli UTI89 K1F phage lysis, alamar blue, 2 h; higher % means a stronger effect;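 active = phage lysis inhibition, versus mean bacterial control, above a set limit; inconclusive = no clear call, values can overlap the other calls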;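 also: capsule biogenesis inhibitors block K1F phage lysis so surviving cells raise fluorescence; higher fluorescence means more inhibition of phage lysis; actives were called in the ten point dose series up to 300 µM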
PMI inhibition: human PMI inhibitors, high substrate, primary screen, biochemical, fluorescence intensity, high mannose 6-phosphate (AID 1220). hit rate 0.66% among 190,000. one-dose inhibition, % at 20 µM; IC50 in µM for titrated hits. recombinant PMI enzyme, coupled fluorescence intensity; higher % means a stronger effect
PMI inhibitors: inhibitors of human PMI, primary screen, biochemical, fluorescence intensity, coupled assay (AID 1209) | Mannose-6-phosphate isomerase (Homo sapiens) | hit rate 0.42% among 190,000 | purified PMI enzyme, coupled fluorescence intensity; higher % means a stronger effect | inhibition, % at 20 µM, or IC50 in µM where a hit was titrated;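 also: plate controls were DMSO vehicle for no effect and wells lacking substrate for full effect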
P. falciparum M1AAP: P. falciparum M1AAP inhibitors, biochemical, fluorogenic H-Leu-NHMec substrate, 1536-well (AID 1445) | recombinant M1AAP, H-Leu-NHMec fluorogenic kinetic assay; higher % means a stronger effect | inhibition, % at 30 µM, or IC50 in µM where a hit was titrated | hit rate 0.42% among 220,000;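 active = primary inhibition above the hit cutoff, then over 50% inhibition at one or more dose response concentrations, cut at about 23% in these data, passing the limit was not always enough; inconclusive = conflicting primary data, or primary hits not chosen for dose response; inactive = low primary inhibition, or under 50% at every dose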;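 also: plate controls were DMSO full reaction for no effect and no enzyme background for full effect; strong numbers were not always called active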
TNAP activators: human TNAP enzyme activators, primary screen, biochemical, luminescent, no phosphate acceptor, uHTS (AID 1001). Alkaline phosphatase, tissue-nonspecific isozyme (Homo sapiens). purified TNAP, luminescent activation assay, no phosphate acceptor; higher activation fold means a stronger effect. hit rate 0.03% among 200,000. one-dose activation fold at 20 µM; EC50 in µM for titrated hits; in the data active = activation fold from about 3, or a potency from the dose series; inactive = the rest, 99 in 100 with activation fold below about 1.6; also: many of its hits are not listed in these tables
P. falciparum M17LAP: P. falciparum M17LAP inhibitors, primary screen, biochemical, fluorogenic H-Leu-NHMec substrate, 1536-well (AID 1619); Leucine aminopeptidase (Plasmodium falciparum (isolate 3D7)); hit rate 0.38% among 220,000; recombinant M17LAP, H-Leu-NHMec fluorogenic kinetic assay; higher % means a stronger effect; inhibition, % at 30 µM, or IC50 in µM where a hit was titrated;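 active = compound inhibiting the enzyme by more than half at any dose during confirmatory dose-response retesting; inconclusive = strong single-dose inhibitors picked by rank but not retested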;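 also: plate controls were full reaction with DMSO carrier for no effect and no enzyme background for full effect; strong numbers were not always called active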
RSV CPE inhibition: RSV antiviral activity via CPE protection, HEp-2 cells, primary 10 µM value included (AID 2391). HEp-2 cells, RSV-induced CPE inhibition; higher % means a stronger effect. CPE inhibition, % at 10 µM, or IC50 in µM where a hit was titrated. hit rate 0.13% among 310,000; in the data active = a potency from the dose series; inconclusive = CPE inhibition mostly from about 23% at the one dose, without a potency; inactive = the rest, 99 in 100 with CPE inhibition below about 21%; also: strong numbers were not always called active
West Nile antiviral: West Nile virus antiviral activity, cell-based, CPE readout (AID 1621); West Nile virus-infected cells, CPE inhibition; higher % means a stronger effect; CPE inhibition, % at 10 µM; hits with a dose series show IC50 in µM; hit rate 0.02% among 290,000; in the data active = a potency from the dose series; inconclusive = CPE inhibition mostly from about 3.7% at the one dose, without a potency; inactive = the rest, 99 in 100 with CPE inhibition below about 2.2%; also: strong numbers were not always called active
T cell HTS: modulators of CD8 T cell-vesicle binding, primary screen, mouse 2C CD8+ T cells, flow cytometry; 2C CD8+ T cell-vesicle binding; active compounds read low; calls only at 7 µM; hit rate 0.068% among 330,000; AID 2052, 2009;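 active = response, share of CD8 T cells binding vesicles, and their 90th percentile fluorescence all below set limits, cut at about 80% in these data, passing the limit was not always enough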
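Also added: QL9-peptide-loaded Drosophila micro-vesicles bearing Ld, ICAM-1 and B7-1; Test system: purified 2C TCR transgenic mouse naive CD8+ T cells; Measured by: cytometric PE anti-B7-1 and Alexa647 anti-CD8 signals after 1% paraformaldehyde fixation; Timing: binding step 1.5 h, 37 °C, antibody labelling 20 min, ice.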
T cell HTS vesicle-bound %: further read-out of T cell HTS, marked with its call; double positive events, %; measured here: CD8+ vesicle-bound cell fraction;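 binding gate set so that unloaded-vesicle control wells show 10% double positive cells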
An asterisk follows results filed as active; i = inactive; ? = inconclusive; . = no result given; [ ] = another dose, or the depositor's remark. Rule as the data show it, unless noted: active = inhibition above about 50%; inactive = the rest.

structure	T cell HTS	P. falciparum M1AAP	RSV CPE inhibition	TNAP activators	P. falciparum M17LAP	West Nile antiviral	UTI89 phage lysis	PMI inhibitors	T cell HTS vesicle-bound %	PMI inhibition
CCOC(=O)CN1NC2(CCC(C)CC2)NC1=S (stereo not drawn)	i	-4%	0.3%	1.2	21%	0.5%	0.9%	-16%	33	-24%
Cc1cccc(-n2c(O)c(C=NCc3ccccn3)c3ccccc3c2=O)c1	i	11%	2.3%	1.3	5%	-0.5%	-0.1%	-2%	58	-3%
COCCSc1nnc(NC(=O)Cc2cccs2)s1	i	-2%	0.8%	1.1	-2%	-0.2%	-0.2%	-7%	17	-5%
CCC(C(=O)O)n1c(C(F)(F)F)nc2ccccc21 (stereo not drawn)	i	1%	1.6%	1.1	-1%	0.7%	0.4%	-4%	42	-9%
COc1ccc(/C=C(/NC(=O)c2ccc(OC)c(OC)c2)C(=O)NCCCn2ccnc2)cc1	i	.	-0.2%	.	.	0.2%	0.4%	.	28	.
COCCn1c(CCC(=O)O)ccc1-c1cccs1	i	2%	-0.6%	1.1	-1%	0.0%	-1.3%	-2%	31	10%
Cc1ccc(C)c(NC(=O)c2ccc3c(c2)N(Cc2ccc(F)cc2)C(=O)CS3=O)c1 (stereo not drawn)	i	-8%	2.2%	1	-6%	-0.1%	-0.3%	-4%	11	-2%
Cc1cccc(-c2ncc(CN3CCN(C4CCCC4)C(CCO)C3)cn2)c1 (stereo not drawn)	i	3%	-1.6%	1	11%	-0.7%	-1.6%	.	29	.
CC(C)c1ccc(Nc2nnc(SCC(=O)Nc3ncc(S(=O)(=O)c4ccc([N+](=O)[O-])cc4)s3)s2)cc1	i	15%	-1.9%	1	5%	0.7%	1.9%	-27%	34	-11%
CCOC(=O)C1=C(C)OC(N)=C(C#N)C1c1cc(OC)c2c(c1)OCO2 (stereo not drawn)	i	2%	7.3%	1.1	-8%	0.3%	0.7%	2%	60	7%
COC(=O)Nc1ccc(S(=O)(=O)N2CCN(CCN3C(=O)C4C5C=CC(C5)C4C3=O)CC2)cc1 (stereo not drawn)	i	6%	2.1%	1	11%	-0.1%	1.1%	3%	57	-9%
COc1ccc(C2=NOC(C)(c3nnc(-c4ccc(F)cc4)o3)C2)cc1 (stereo not drawn)	i	0%	0.1%	.	2%	0.7%	-1.0%	.	16	.
NC(=O)C1(N2CCCCC2)CCN(C2CC(=O)NC2=O)CC1 (stereo not drawn)	i	4%	0.9%	1.1	-6%	0.1%	-0.2%	-1%	16	2%
CN(C)CCCN(C(=O)c1ccc(S(=O)(=O)N2CCCCC2)cc1)c1nc2cc3c(cc2s1)OCO3	i	.	1.6%	.	.	-0.3%	0.0%	.	67	.
COc1[nH]c2ccc(F)cc2c1C(=O)OCC1CCN(CCNS(C)(=O)=O)CC1	i	.	-1.0%	.	.	0.2%	-1.6%	.	34	.

(more compounds)
structure	T cell HTS	P. falciparum M1AAP	RSV CPE inhibition	TNAP activators	P. falciparum M17LAP	West Nile antiviral	UTI89 phage lysis	PMI inhibitors	T cell HTS vesicle-bound %	PMI inhibition
O=C(NCC1CCCO1)c1nn2c(C(F)(F)F)cc(-c3ccco3)nc2c1Cl (stereo not drawn)	i	.	0.0%	.	.	0.0%	1.3%[50 µM]	.	20	.
Cc1cc2ncc(Cl)nc2cc1C	i	6%	1.4%	1.1	-7%	0.6%	3.1%	5%	47	4%
N/C(=N\OC(=O)c1ccc(Cl)cc1)c1[nH]ncc1Br	i	7%	1.3%	.	5%	0.8%	-0.7%	.	46	.
CCOC(=O)C1C(=O)CC(=O)CC1CC(C)SCC (stereo not drawn)	i	-1%	0.2%	1.1	4%	0.4%	0.2%	12%	30	7%
CCCCCNC(=O)c1ccc2c(=O)n(CCCN3CCCC3=O)c(=S)[nH]c2c1	i	10%	1.1%	1	5%	0.0%	0.2%	-15%	40	-16%
CCOC(=O)CSCc1cn2cc(Cl)ccc2n1	i	1%	.	1.1	3%	0.7%	-1.4%	3%	39	2%
COc1cc(OC)cc(C(=O)N/N=C2/SCC(=O)N2Cc2ccco2)c1	i	0%	-0.2%	1.2	9%	-0.2%	0.1%	4%	26	2%
CC(=O)Nc1ccc(S(=O)(=O)N[C@H](C(=O)O)C(C)C)cc1	i	4%	0.8%	1.1	-1%	-0.2%	0.2%	3%	39	5%
Fc1cccc(/C=N/Nc2nncc3ccccc23)c1	i	.	2.0%	.	.	-0.9%	0.0%	.	46	.
CCN(CC)S(=O)(=O)c1ccc(C(=O)N(c2ccc(C)cc2)C2C=CS(=O)(=O)C2)cc1 (stereo not drawn)	i	13%	0.0%	1.1	4%	0.6%	0.1%	-23%	35	-8%
O=C(CCS(=O)(=O)c1ccccc1Cl)NCc1ccc(F)cc1	i	1%	2.7%	.	-8%	0.3%	0.1%	.	23	.
Cc1ccc(SCc2cc(=O)c3c(=O)n(-c4ccccc4)[nH]c3[nH]2)cc1	i	15%	0.1%	1	-1%	0.2%	-1.3%	0%	38	14%
CN(C)S(=O)(=O)c1cccc(N=C2NN=C(c3ccccc3)CS2)c1	i	5%	1.3%	1.1	-3%	2.4%	.	28%	26	19%
Cc1csc(NC(=O)CSc2ccc(-c3ccccn3)nn2)n1	i	-1%	-1.3%	0.9	-11%	-1.4%	1.2%[50 µM]	-19%	40	-29%
CCn1cc(/C=N/NC(=O)COc2cccc3cccnc23)c2ccccc21	i	8%	1.3%	1	6%	1.3%	6.2%	-14%	35	-13%

Continued, overlapping the part above by 3 compounds.
structure	T cell HTS	P. falciparum M1AAP	RSV CPE inhibition	TNAP activators	P. falciparum M17LAP	West Nile antiviral	UTI89 phage lysis	PMI inhibitors	T cell HTS vesicle-bound %	PMI inhibition
CN(C)S(=O)(=O)c1cccc(N=C2NN=C(c3ccccc3)CS2)c1	i	5%	1.3%	1.1	-3%	2.4%	.	28%	26	19%
Cc1csc(NC(=O)CSc2ccc(-c3ccccn3)nn2)n1	i	-1%	-1.3%	0.9	-11%	-1.4%	1.2%[50 µM]	-19%	40	-29%
CCn1cc(/C=N/NC(=O)COc2cccc3cccnc23)c2ccccc21	i	8%	1.3%	1	6%	1.3%	6.2%	-14%	35	-13%
S=C(Nc1ccc(Cl)cc1)N1CCN(Cc2ccccc2)CC1	i	12%	2.3%	1	12%	-0.4%	0.3%	.	13	.
COCC(=O)N(Cc1cc2ccccc2[nH]c1=O)c1ccc(OC)cc1	i	6%	1.7%	1.1	18%	-0.2%	1.1%	4%	55	7%
CCn1nc(NS(=O)(=O)c2ccccc2)c2cc3cc(C)ccc3nc21	i	.	5.2%	.	.	-0.1%	-7.5%	.	33	.
COc1ccc(CNC(=O)C2CCCN(S(=O)(=O)c3c(C)noc3/C=C/N(C)C)C2)cc1 (stereo not drawn)	i	.	2.1%	.	.	-0.7%	0.2%	.	1	.
COc1ccc(NC(=O)c2cc(-c3cc(C)c(C)cc3O)n[nH]2)c(OC)c1	i	.	2.5%	.	.	-0.7%	-0.1%	.	43	.
Cc1cc2c(s1)CCCCC(=O)N2	i	2%	-0.2%	1.1	-4%	-0.1%	-0.1%	1%	11	0%
Cn1c(=O)c2c(nc(CN3CCc4ccccc4C3)n2Cc2ccc(Cl)cc2)n(C)c1=O	i	3%	-0.2%	1	-5%	0.4%	1.5%	13%	13	11%
O=C(NCc1cccs1)C1CCN(c2ccc(S(=O)(=O)N3CCOCC3)cc2Cl)CC1	i	-1%	0.9%	1.1	6%	-1.3%	-0.5%	9%	51	18%
CN(c1ccccc1)S(=O)(=O)c1ccc(Cl)c(C(=O)NC2=NCCS2)c1	i	1%	-1.1%	1	-13%	-1.1%	-0.3%	-6%	30	-5%
COc1ccc(N(CC(=O)N2CCCC2)S(=O)(=O)c2ccc(NC(C)=O)cc2)cc1	i	.	2.5%	.	.	-0.2%	0.2%	.	49	.
COc1ccc(/C=N/NC2=NS(=O)(=O)c3ccccc32)cc1OC(C)=O	i	.	-0.4%	.	.	0.3%	-0.3%	.	14	.
Cc1ccc(S(=O)(=O)N2CCOCC2)cc1C(=O)N1CCC(Cc2ccccc2)CC1	i	.	?	.	.	-0.4%	-1.0%	.	35	.
O=C(CSc1nccn1-c1cccc(Cl)c1)NC1CCCC1	i	5%	2.5%	1	4%	-0.2%	0.4%	0%	60	-4%
COc1ccc(OCC(=O)N/N=C2\CCCCc3ccccc32)cc1	i	12%	4.3%	1.1	16%	0.2%	0.4%	-2%	56	-1%
Cc1cc(Sc2nnc(/N=C/N(C)C)s2)c2ccccc2n1	i	5%	7.1%	.	3%	?	.	.	31	.

Additional results.
structure	T cell HTS	P. falciparum M1AAP	RSV CPE inhibition	TNAP activators	P. falciparum M17LAP	West Nile antiviral	UTI89 phage lysis	PMI inhibitors	T cell HTS vesicle-bound %	PMI inhibition
Cc1cc2occ(CC(=O)Nc3nccs3)c2cc1C(C)C	i	4%	-0.8%	1.1	-1%	-1.0%	0.6%	8%	15	8%
COc1ccc(-c2noc(CNS(=O)(=O)c3ccccc3)n2)cc1	i	.	1.2%	.	.	-0.3%	1.1%[50 µM]	.	51	.
CCc1ccc(NC(=O)Cn2nnc(C(=O)NCc3ccc4c(c3)OCO4)c2N)cc1	i	.	3.5%	.	.	0.7%	0.6%	.	16	.
Fc1ccc(-c2nnc3ccc(N4CCCC4)nn23)cc1	i	1%	3.6%	1.1	-3%	0.8%	1.3%	6%	32	12%
CCN(CC)CCN1C(=O)C(=O)/C(=C(/O)c2c(C)[nH]c(C(=O)OC)c2C)C1c1cccnc1 (stereo not drawn)	i	2%	0.1%	1.1	14%	-0.7%	0.2%	6%	55	6%
FC(F)(F)c1cccc(NC(=S)Nc2ccc(Cl)c(Cl)c2)c1	i	12%	2.8%	.	2%	?	.	.	38	.
COc1cc(C(=O)N/C(=C/c2ccc(F)cc2)C(=O)NC(C(=O)O)c2ccccc2)cc(OC)c1OC (stereo not drawn)	i	.	-0.1%	.	.	18%	0.2%	.	20	.
CCN1CCN(CC(=O)Nc2ccc(C)c(Br)c2)CC1	i	.	0.4%	.	.	0.2%	0.0%	.	28	.
COC(=O)/C=C/c1c(C)nc(NCc2ccccc2)nc1Cl	i	.	5.7%	.	.	-0.6%	-0.3%	.	25	.
CN1C(=O)CSc2ccc(C(=O)O)cc21	i	1%	0.2%	1.1	2%	-0.2%	2.4%	-9%	60	-1%
